# DDE Tn6 FP inh = inhibitors of Tn6 peptide binding to human fibrin DD(E); inhibition, % at 8.3 µM; AID 720509; Fibrin DD(E) TRITC-Tn6 fluorescence polarization displacement; 370,000 tested, 0.21% active; P02675;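 active means inhibition above a per-campaign cutoff: mean of compounds within control limits plus 3 SD, cut at about 15% in these data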;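 further: 0% = median of all compound wells on the plate and 100% = blocking peptide control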
# Tn7 DDE FP = DD(E)-Tn7 binding inhibition, primary FP screen; FP displacement of FITC-Tn7 peptide from fibrin DD(E); 0% = median of compound wells per plate; inhibition, % at 8.3 µM; 370,000 tested, 0.13% active; AID 720508;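 active means inhibition above the mean of compounds falling within the control limits plus 3 SD of them, cut at about 14% in these data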;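 further: 0% = plate median of compound wells and 100% = 10 µM Aha-Tn7 peptide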
#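 Assay system: Fibrin-DD(E) protein isolated from polymerized human fibrin clots; read-out basis: percent inhibition; medium: Tris/NaCl/CaCl2 buffer, pH 7.8; signal: FP measurement; incubation: 10 min plus 3 h, room temperature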
# ASAP1 GAP inh = blocks human ASAP1-stimulated Arf1 GTP hydrolysis; inhibition, % at 16.5 µM; AID 624377; GDP FP detection; 360,000 tested, 0.19% active; in the data active means inhibition above about 25%;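 further: 0% = vehicle with enzyme and substrate and 100% = no enzyme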
# ARFGAP1 inh = inhibits rat ARF GTPase activating protein 1; inhibition, % at 16.5 µM; Arfgap1-stimulated ARF1 GTP hydrolysis, GDP FP detection; 360,000 tested, 0.26% active;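 active means inhibition above a per-plate limit, mean inhibition of low control wells plus 3 SD, cut at about 25% in these data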;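 further: 0% = DMSO wells with enzyme and 100% = wells lacking Arfgap1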
#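 Assay system: Rat Arfgap1 GAP domain (His6, aa 1-136), purified enzyme | Buffer or medium: HEPES 25 mM pH 7.5, NaCl 150 mM, MgCl2, DTT | Schedule: GTP hydrolysis reaction 2 h at 25 °C | Signal: FP of antibody-bound GDP Alexa 633 tracer, ex 620/em 688 nm | Measure: Percent inhibition of Arfgap1-stimulated GTP hydrolysis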
# proKLK7 act = activators of human kallikrein-7 zymogen. P49862. 370,000 tested, 0.9% active. purified proKLK7, EDANS-DABCYL substrate fluorescence; 100% is mature enzyme control, 0% vehicle. AID 652039. activation, % at 7 µM;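 active means activation above the mean of all tested compounds plus 3 SD, computed per campaign excluding outliers beyond control limits, cut at about 13% in these data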
# PLCb3 inh = blocks human PLC-beta3 enzyme activity. Purified PLC-beta3, fluorogenic substrate, fluorescence. AID 720704. Q01970. inhibition, % at 12.2 µM. 370,000 tested, 0.18% active; in the data active means inhibition above about 11%;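 further: 0% = median of compound wells on plate and 100% = full blocker control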
# MBD2 inh = blocks human MBD2 binding to methylated DNA; TR-FRET, MBD2 binding to methylated oligonucleotide; AID 686964; inhibition, % at 4.4 µM; 370,000 tested, 0.31% active; in the data active means inhibition above about 13%
# PLC-gamma1 inh = PLC-gamma1 (human) inhibition, primary screen; purified PLC-gamma1, fluorogenic substrate, fluorescence; P19174; inhibition, % at 12.2 µM; 370,000 tested, 0.84% active; in the data active means inhibition above about 9.5%
# Target sequence (P19174 whole entry, looked up): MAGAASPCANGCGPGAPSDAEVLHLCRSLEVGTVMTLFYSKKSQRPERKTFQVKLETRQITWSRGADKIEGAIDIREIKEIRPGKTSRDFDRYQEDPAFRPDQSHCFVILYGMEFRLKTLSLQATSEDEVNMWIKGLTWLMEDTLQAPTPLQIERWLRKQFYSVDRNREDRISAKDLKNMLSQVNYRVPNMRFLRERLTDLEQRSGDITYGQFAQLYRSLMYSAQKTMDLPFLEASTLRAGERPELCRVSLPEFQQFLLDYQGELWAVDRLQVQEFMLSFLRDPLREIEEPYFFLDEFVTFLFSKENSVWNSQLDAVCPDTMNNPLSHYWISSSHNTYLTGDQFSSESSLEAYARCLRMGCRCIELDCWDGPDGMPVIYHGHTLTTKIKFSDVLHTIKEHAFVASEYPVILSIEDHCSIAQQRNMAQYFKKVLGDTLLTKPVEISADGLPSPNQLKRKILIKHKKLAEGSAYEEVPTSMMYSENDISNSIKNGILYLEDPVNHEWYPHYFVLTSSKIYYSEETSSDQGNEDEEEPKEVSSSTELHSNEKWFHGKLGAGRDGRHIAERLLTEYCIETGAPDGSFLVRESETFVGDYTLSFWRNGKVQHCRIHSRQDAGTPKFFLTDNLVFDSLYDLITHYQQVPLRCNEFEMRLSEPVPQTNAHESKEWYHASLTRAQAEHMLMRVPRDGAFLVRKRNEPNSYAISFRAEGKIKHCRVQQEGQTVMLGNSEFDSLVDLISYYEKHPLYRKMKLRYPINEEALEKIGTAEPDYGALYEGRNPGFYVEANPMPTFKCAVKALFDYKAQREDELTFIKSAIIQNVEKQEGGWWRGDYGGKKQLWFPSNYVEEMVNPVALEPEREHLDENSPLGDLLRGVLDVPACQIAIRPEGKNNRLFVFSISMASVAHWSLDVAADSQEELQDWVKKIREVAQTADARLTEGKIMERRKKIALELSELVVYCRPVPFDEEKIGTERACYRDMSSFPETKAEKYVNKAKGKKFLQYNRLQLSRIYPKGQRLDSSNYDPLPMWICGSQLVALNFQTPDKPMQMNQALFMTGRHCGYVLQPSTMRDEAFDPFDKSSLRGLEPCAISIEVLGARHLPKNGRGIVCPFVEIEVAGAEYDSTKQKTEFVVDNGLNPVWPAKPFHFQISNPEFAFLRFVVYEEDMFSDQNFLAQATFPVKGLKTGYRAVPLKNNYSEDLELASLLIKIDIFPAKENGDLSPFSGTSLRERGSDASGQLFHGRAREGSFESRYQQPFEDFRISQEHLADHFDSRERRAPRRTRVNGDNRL
# ADAM17 inh = inhibits human ADAM17 | recombinant ADAM17, EDANS/DABCYL FRET peptide cleavage | AID 720648 | P78536 | 370,000 tested, 0.83% active | inhibition, % at 6.95 µM;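 active means inhibition above the mean of compounds lying between control limits plus 3 SD, set per campaign, cut at about 8.5% in these data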;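 further: 0% = DMSO-only wells as the low control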
# UHRF1 binding = blocks human UHRF1 binding to methylated DNA; AID 687016; Q96T88; UHRF1 binding to methylated oligo, TR-FRET; inhibition, % at 4.4 µM; 370,000 tested, 0.75% active; in the data active means inhibition above about 21%;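 further: UHRF1 SRA domain binding a hemimethylated CpG hairpin DNA probe; 0% = median of test compound wells and 100% = reference inhibitor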
# Starred values were filed as active, the others as inactive; i = inactive; / = not tested or not shown. Outcome played no part in choosing rows (roughly 4.1% active in at least one column).
SMILES,DDE Tn6 FP inh,Tn7 DDE FP,ASAP1 GAP inh,ARFGAP1 inh,proKLK7 act,PLCb3 inh,MBD2 inh,PLC-gamma1 inh,ADAM17 inh,UHRF1 binding
CCCCCC1=C(C(=O)OC)C(C(=O)OCC)N(S(=O)(=O)C(F)(F)F)c2ccccc21 (stereo unspecified),11,4,4,4,-0.4,-1,-6,1,-1,-2
Cc1ccnc(NS(=O)(=O)c2ccc(NC(=O)CCc3ccccc3)cc2)n1,1,-1,-5,11,0.2,-5,2,1,-2,-2
CCOc1ccc(NC(=O)NCCCN2CCCC2)cc1,5,-4,6,5,1.3,0,-1,2,0,3
Cc1ccccc1N(CC(=O)N1CCc2ccccc2C1)S(C)(=O)=O,5,4,3,-10,0.5,-6,-3,-2,-1,-1
O=C(Nc1ccc(Cl)cc1)C1Cc2c(-c3ccc4c(c3)OCO4)ccnc2O1 (stereo unspecified),-6,-14,11,16,0.2,1,-2,1,3,1
O=C(C(=O)N1CCN(C(=O)c2ccco2)CC1)c1ccccc1,-5,-4,10,7,-0.2,0,3,2,-2,-1
Cc1ccc(-c2ccc(/C=N/NC(N)=S)o2)cc1,5,9,-8,5,-0.4,-42,-1,-25,-45,-7
CN(C)S(=O)(=O)c1cccc(NC(=O)CN2C(=O)C3C4C=CC(C4)C3C2=O)c1 (stereo unspecified),2,-4,-10,19,0.6,-1,3,0,-3,3
COc1ccc(C(C)(C)C)cc1NC(=O)CCCN1C(=O)CN(C)C1=O,3,-2,9,9,0.3,-7,-2,2,3,2
O=C(Nc1ccccc1)c1ccc2snnc2c1,4,7,10,10,-0.1,1,2,5,-1,-4
Cc1ccc(NC(=O)CCn2nc(C)cc2C)cc1,-7,1,2,-4,-0.5,0,-6,-1,-5,-1
O=c1c(-c2ccc(F)cc2)[n+]([O-])c2ccccc2n1OCc1ccccn1,-5,-8,12,-7,0.2,-10,-6,-7,-4,1
Cc1ccc2c(c1)C=CC(C)(C)S2(=O)=O,5,-11,7,3,-0.2,1,-3,-1,-1,7
O=C(OCc1ccccc1)N1C=CC2CC1c1c(Cl)cccc12 (stereo unspecified),2,11,-4,-7,-0.6,-5,0,0,-4,2
Cc1ccc(NC(=S)Nc2cccc3cnccc23)cc1,1,-8,2,5,0.1,-19,-8,-6,0,3
Cn1ccs/c1=N\C(=O)Nc1cccc(Cl)c1,-4,-1,2,1,0.1,2,1,2,-1,1
O=C(Nc1ccn(CCCNC2CCN(Cc3ccccc3)CC2)c(=O)n1)OCc1ccccc1,4,11,3,-18,-0.7,0,1,-2,-3,0
CC(C)(C)n1nnnc1C(c1ccccc1)N1CCN(c2ccccn2)CC1 (stereo unspecified),1,5,-3,-2,0.6,1,-6,-2,-4,-1
COc1cc2c(cc1OC)-c1cc(Nc3cccc(F)c3)nc(=O)n1CC2,-10,-8,5,4,0.6,-32,-6,-29,-1,1
O=C(COC(=O)CNS(=O)(=O)c1ccc(F)c(F)c1F)NC1CC1,0,7,5,-4,0.1,-4,-9,0,0,-2
Cc1ccc(C(=O)N/C(N)=N/c2nc3ccccc3o2)cc1,2,-4,-6,7,-0.4,8,-9,5,1,-2
O=C(Nc1ccccc1)Nc1ccc(Oc2cccnc2)nc1,-3,5,-3,-3,0.3,5,-3,4,-3,-1
O=C(CCc1ccccc1)Nc1cc(C(F)(F)F)ccc1Cl,-2,1,-5,10,0.0,-1,-4,1,1,-2
CC(=O)Nc1ccc(S(=O)(=O)N(C)CC(=O)NC2=NCCS2)cc1,5,-8,-4,12,-0.8,-1,-4,2,-2,0

# Another view of some results above:
DDE Tn6 FP inh | Tn7 DDE FP | ASAP1 GAP inh | ARFGAP1 inh | proKLK7 act | PLCb3 inh | MBD2 inh | PLC-gamma1 inh | ADAM17 inh | UHRF1 binding | Structure
5 | 4 | 3 | -10 | 0.5 | -6 | -3 | -2 | -1 | -1 | Cc1ccccc1N(CC(=O)N1CCc2ccccc2C1)S(C)(=O)=O
2 | -4 | -10 | 19 | 0.6 | -1 | 3 | 0 | -3 | 3 | CN(C)S(=O)(=O)c1cccc(NC(=O)CN2C(=O)C3C4C=CC(C4)C3C2=O)c1 (stereo unspecified)
-2 | 1 | -5 | 10 | 0.0 | -1 | -4 | 1 | 1 | -2 | O=C(CCc1ccccc1)Nc1cc(C(F)(F)F)ccc1Cl
-6 | -14 | 11 | 16 | 0.2 | 1 | -2 | 1 | 3 | 1 | O=C(Nc1ccc(Cl)cc1)C1Cc2c(-c3ccc4c(c3)OCO4)ccnc2O1 (stereo unspecified)

# Next part:
SMILES,DDE Tn6 FP inh,Tn7 DDE FP,ASAP1 GAP inh,ARFGAP1 inh,proKLK7 act,PLCb3 inh,MBD2 inh,PLC-gamma1 inh,ADAM17 inh,UHRF1 binding
Cc1ccccc1N1C(=O)CC(c2c[nH]c3ccccc23)C1=O (stereo unspecified),9,1,1,1,0.6,0,-2,2,3,1
O=C(CSc1ccc2nnc(-c3cccs3)n2n1)N1CCOCC1,10,-6,-3,9,-0.2,-44,-6,-35,0,2
CCOCCCN(Cc1ccco1)C(=O)c1cc2c(=O)[nH]c3ccc(C)cc3c2s1,-6,5,-3,-4,-8.3,-106,-1,-86,-108,2
O=C(NCc1ccccc1)C1c2ccccc2OCC(=O)N1CCc1ccccc1 (stereo unspecified),-1,-8,-17,13,0.3,-25,-2,-2,-4,-5
CCOc1ccc(NC(=O)C(=O)N/N=C/c2ccccc2F)cc1,4,3,-2,3,-0.6,1,-2,-1,-3,-1
CCc1nnc(N/N=C/c2ccc(-c3ccc([N+](=O)[O-])cc3)o2)n1N,-4,11,-8,1,0.5,-12,-7,-3,1,-2
O=C(NNC(=O)C12CC3CC(CC(C3)C1)C2)c1cccc(O)c1,-2,-7,0,11,0.1,-4,3,1,0,1
Cn1cc([N+](=O)[O-])c(C(=O)Nc2ccc3nc(-c4ccccc4)[nH]c3c2)n1,-10,-3,12,3,0.2,-54,-1,-47,-35,0
CN1CN(C)C(c2ccncc2)=C1c1ccncc1,-1,2,-3,6,-0.2,-4,3,-2,-7,3
CCOC(=O)c1c(CSC(=N)N)n(-c2ccc(C)cc2)c2cc(Br)c(OC(C)=O)cc12,-6,4,-20,11,0.3,3,2,0,5,1
COc1cc(C(=O)OCC(=O)Nc2cc(C)on2)cc(OC)c1OC,-4,7,3,-1,-0.1,-4,-4,-4,-4,-1
CC(C)NC1(C(N)=O)CCNCC1,-1,-3,6,-1,-0.1,1,-1,0,-2,1
Cc1ccc(C)c(NC(=O)COC(=O)c2ccc3c(c2)OCCO3)c1,3,2,-11,-5,-0.2,0,2,2,-2,-1
Cc1ccccc1N1C(=O)[C@@H]2Cc3ccccc3CN2C1=O,6,6,5,-1,-0.1,2,-5,0,2,-1
Nc1nc(NCc2ccco2)nc(NCCO)c1[N+](=O)[O-],9,-5,7,-4,-0.2,-3,-1,3,-2,-4
Fc1ccc(N2CCN(c3ncnc4c3nnn4Cc3ccccc3Cl)CC2)cc1,-1,6,2,8,-0.3,-2,0,8,-7,-1
COc1cc(C(=O)Nc2sc(C)c(C)c2C(=O)O)cc(OC)c1OC,-1,0,-6,-7,0.1,-11,-3,-9,-1,-1
CCOC(=O)c1oc2nc(C(C)C)c3c(c2c1N)CCC3,2,6,4,-8,-0.4,i,-3,i,-497,-2
COc1ccc(NC(=O)C2CCC(CNS(=O)(=O)c3csc(C(N)=O)c3)CC2)cc1OC (stereo unspecified),-8,-3,-6,-2,0.3,-5,0,3,-2,2
Cc1ccccc1-c1nnc(SCC(=O)Nc2ccc(Cl)cc2)n1N,3,5,-2,-4,-0.2,6,-7,2,-2,-2
Nc1nc(SCC(=O)Nc2cc(C(F)(F)F)ccc2Cl)[nH]c(=O)c1NC(=O)c1ccco1,-12,0,-7,10,0.2,-15,-2,-9,1,0
CCOC(=O)CNC(=O)CN1CCCN(S(=O)(=O)c2ccc(Br)s2)CC1,2,-4,-9,12,0.5,2,-2,2,1,0
CCC1=NN(C(=O)c2cccnc2)C(O)(C(F)(F)F)C1 (stereo unspecified),0,-10,6,12,0.3,8,1,2,0,-3
COc1ccc([N+](=O)[O-])cc1N(CC(O)CN(CC(C)C)CC(C)C)S(=O)(=O)c1ccccc1 (stereo unspecified),3,-1,2,-6,-0.3,4,-2,2,0,0

# Look-ups from above.
# Value for Fc1ccc(N2CCN(c3ncnc4c3nnn4Cc3ccccc3Cl)CC2)cc1 in proKLK7 act: -0.3
# Value for CC(C)NC1(C(N)=O)CCNCC1 in PLC-gamma1 inh: 0

# Following part
SMILES,DDE Tn6 FP inh,Tn7 DDE FP,ASAP1 GAP inh,ARFGAP1 inh,proKLK7 act,PLCb3 inh,MBD2 inh,PLC-gamma1 inh,ADAM17 inh,UHRF1 binding
O=c1cc(N2CCCCC2)c(-c2ccccc2)nn1Cc1cccc(Cl)c1,-4,0,10,-7,-0.8,1,4,1,-1,0
N#Cc1c(NC(=O)CCC(=O)O)sc2c1CCCC2,-4,-1,-6,9,0.1,-2,1,1,-5,1
Cc1cc(-c2nc(C)c(C(=O)NNS(=O)(=O)c3ccc(Cl)cc3Cl)s2)no1,3,8,-1,8,0.1,-9,5,-1,-4,1
O=C1C(=O)c2ccccc2C(O)=C1c1ccccc1F,-8,-2,7,-8,-0.5,-7,-15,2,-3,-11
Cc1ccc2c(c1)NCC(C(=O)NCc1ccccc1)O2 (stereo unspecified),2,6,-3,-11,0.2,0,-6,2,0,-1
CCOc1ccccc1NC(=O)c1cccc(NC(=O)CC(c2ccccc2)c2ccccc2)c1,-1,-1,15,13,-3.9,-12,1,-4,8,3
CSc1nc2ccc(NC(=O)NC(=O)c3c(F)cccc3F)cc2s1,2,-6,-3,12,-0.3,-4,7,-2,1,3
CCn1cc([N+](=O)[O-])c(C(=O)N2CCN(C(=O)c3ccco3)CC2)n1,-13,6,5,12,-0.3,-2,-1,-3,-3,2
N[C@@H](Cc1ccccc1)C(=O)N1CCC[C@@H]1C(=O)N1CCC2CCN(S(=O)(=O)c3ccccc3)CC21 (stereo partly specified),8,-1,/,/,0.8,1,1,1,-3,1
COCCn1c(CCC(=O)O)ccc1-c1cccs1,-1,-5,-1,7,4.2,-66,0,-59,-73,0
Cn1cccc1/C=N/n1c(-c2ccco2)n[nH]c1=S,2,3,-8,-2,0.6,2,-5,3,-1,-2
COC(=O)Nc1nnc(COc2cccc(C)c2)s1,11,0,-1,-5,-0.5,3,2,0,-2,0
O=C(Nc1nnc(-c2ccccc2)o1)c1cc(-c2cccs2)nc2ccccc12,-2,7,0,-5,2.1,-134,2,-94,-37,-1
Cc1cc2nc(-c3ccc(SCc4ccc(C#N)cc4)nc3)[nH]c2cc1C,5,3,3,6,-1.3,-91,3,-80,-38,0
CCOC(=O)N1CCN(C(=O)/C(=C/c2ccc(Br)cc2)NC(=O)c2ccc(OC)cc2)CC1,-2,7,-3,4,-0.1,1,1,0,0,-1
COc1ccc(N(CC(=O)Nc2cc(C(=O)O)ccc2C)S(=O)(=O)c2c(C)noc2C)cc1,-4,2,-13,5,-0.5,1,-1,6,-2,1
CCC(=O)Nc1c(C)c(CC)nc2ccccc12,-1,5,-5,3,0.0,0,-5,-2,-6,0

# Source: PubChem (The Scripps Research Institute Molecular Screening Center)
